UHRF1 binding: UHRF1 methylated DNA binding inhibitors, primary screen, counter-screen for MBD2 inhibitor project, biochemical, TR-FRET, human UHRF1, single concentration | actives 0.75% (n = 370,000) | E3 ubiquitin-protein ligase UHRF1 (Homo sapiens), Q96T88 | inhibition, % at 4.4 µM | UHRF1 binding to methylated oligo | AID 687016, 2013; in the data active = inhibition above about 21%;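 also: UHRF1 SRA domain binding a hemimethylated CpG hairpin DNA probe; 0% = median of test compound wells and 100% = reference inhibitor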
rCAG binder: binders of r(CAG) RNA repeats, primary screen, biochemical, fluorescence; actives 1.3% (n = 370,000); AID 651821, 2012; r(CAG) RNA repeat, TO-PRO-1 dye displacement fluorescence; inhibition, % at 3 µM;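 active = inhibition above the plate cutoff, the mean of all test compounds on that plate plus 3 SD, cut at about 35% in these data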;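 also: 0% = DMSO alone and 100% = 100 µM mitoxantrone as full dye displacement; higher means more dye released from RNA so lower well fluorescence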
NPR1 activator: GC-A stimulated cGMP production enhancers – HEK293 GC-A cells, cGMP TR-FRET, EC30 ANP, primary screen; 0% at EC30 ANP, 100% saturating ANP; activation, % at 10 µM; actives 0.14% (n = 370,000); AID 1671463, 2021; in the data active = activation above about 40%
GC-B act: human GC-B receptor activators, primary screen, HEK293 GC-B cells, cGMP TR-FRET, EC30 CNP; Atrial natriuretic peptide receptor 2 (Homo sapiens), P20594; 0% at EC30 CNP, 100% saturating CNP; activation, % at 10 µM; actives 0.11% (n = 370,000); AID 1920062, 2024;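 active = activation at 10 µM reaching about 35% in either raw or pattern-adjusted values, limit read from the data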
ABHD4 inh: ABHD4 inhibitors, primary screen, biochemical, fluorescence polarization, mouse; purified mABHD4, FP-Rh probe fluorescence polarization; inhibition, % at 8.92 µM; actives 0.54% (n = 370,000); AID 720543, 2013;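 active = inhibition exceeding the mean over every tested compound plus 3 SD, cut at about 30% in these data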;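 also: 0% = plate median of compound wells and 100% = S159A mutant with DMSO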
Target sequence (Q8VD66 whole entry, looked up): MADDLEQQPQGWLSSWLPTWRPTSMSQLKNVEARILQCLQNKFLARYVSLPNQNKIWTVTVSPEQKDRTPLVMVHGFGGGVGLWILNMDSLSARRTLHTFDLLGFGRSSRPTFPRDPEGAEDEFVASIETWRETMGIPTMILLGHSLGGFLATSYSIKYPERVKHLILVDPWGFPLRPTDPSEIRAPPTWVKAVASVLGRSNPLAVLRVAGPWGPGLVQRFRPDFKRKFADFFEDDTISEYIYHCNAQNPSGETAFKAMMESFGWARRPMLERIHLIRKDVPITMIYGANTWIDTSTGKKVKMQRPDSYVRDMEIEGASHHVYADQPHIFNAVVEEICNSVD
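Assay system: mABHD4 protein; medium: HEPES pH 7.0, NaCl, Pluronic buffer; dosing: 8.92 µM, single dose; schedule: 45 min + 60 min at 25 °C; signal: FP readout, ex 525 nm / em 598 nm; read-out: normalized percent inhibition of probe labeling; repeats: single replicate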
PRMT1 FP inh: PRMT1 methyltransferase inhibitors, primary screen, biochemical, fluorescence polarization; Protein arginine N-methyltransferase 1 (Homo sapiens), Q99873; recombinant PRMT1, activity-based probe fluorescence polarization; inhibition, % at 2.79 µM; actives 1.3% (n = 370,000); AID 652257, 2013;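 active = inhibition above about 21% made by adding two undisclosed values, limit read from the data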
TCR-CD3 inh: inhibitors of human TCR-CD3 interaction, primary screen, biochemical, fluorescence, TAMRA-labeled TCR probe | AID 651800, 2012 | actives 0.37% (n = 360,000) | inhibition, % at 9.4 µM | T-cell receptor (TCR); in the data active = inhibition above about 19%;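 also: recombinant mutant TCR 2C K166C tagged with TAMRA read by polarization; 0% = receptor in buffer alone and 100% = receptor with positive control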
MBD2 inh: inhibitors of MBD2 binding to methylated DNA, primary screen, biochemical, TR-FRET, DNA-binding domain, human; MBD2 binding to methylated oligonucleotide; inhibition, % at 4.4 µM; Methyl-CpG-binding domain protein 2 (Homo sapiens), Q9UBB5; actives 0.31% (n = 370,000); in the data active = inhibition above about 13%
SIAE inh: human SIAE inhibitors, primary screen, biochemical, fluorescence polarization, FP-Rh probe, 1536-well HTS | Sialate O-acetylesterase (Homo sapiens), Q9HAT2 | SIAE FP-Rh probe binding | inhibition, % at 9.66 µM | actives 0.69% (n = 370,000) | AID 1053197, 2014;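 active = inhibition above a cutoff: mean of compounds within the control limits plus 3 SD of those, cut at about 17% in these data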;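 also: 0% = plate median of compound wells and 100% = probe without SIAE protein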
Target sequence (Q9HAT2 whole entry, looked up): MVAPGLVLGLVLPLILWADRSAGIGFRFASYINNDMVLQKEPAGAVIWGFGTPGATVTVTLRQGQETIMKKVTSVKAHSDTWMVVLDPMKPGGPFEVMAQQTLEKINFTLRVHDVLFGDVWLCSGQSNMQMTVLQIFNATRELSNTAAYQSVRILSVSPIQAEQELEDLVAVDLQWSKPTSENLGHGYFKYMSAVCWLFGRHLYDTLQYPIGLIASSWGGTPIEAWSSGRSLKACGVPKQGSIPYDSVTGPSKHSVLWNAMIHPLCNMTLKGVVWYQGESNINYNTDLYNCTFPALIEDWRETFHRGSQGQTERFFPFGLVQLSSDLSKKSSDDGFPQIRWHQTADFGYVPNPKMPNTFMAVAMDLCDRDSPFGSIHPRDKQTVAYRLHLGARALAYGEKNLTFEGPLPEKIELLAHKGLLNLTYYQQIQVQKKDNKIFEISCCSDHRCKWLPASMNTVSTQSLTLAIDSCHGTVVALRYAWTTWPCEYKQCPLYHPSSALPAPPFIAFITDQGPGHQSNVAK
HTRA1 inh: HTRA1 serine protease inhibitors, primary screen, biochemical, fluorescence polarization, HTS | Q92743 | recombinant HTRA1, FP-rhodamine activity-based probe | inhibition, % at 5.96 µM | actives 0.5% (n = 340,000) | AID 504803, 2011; in the data active = inhibition above about 36%;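 also: 0% = enzyme with DMSO and 100% = wells lacking enzyme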
An asterisk follows results filed as active; x = no result given.

Compound	UHRF1 binding	rCAG binder	NPR1 activator	GC-B act	ABHD4 inh	PRMT1 FP inh	TCR-CD3 inh	MBD2 inh	SIAE inh	HTRA1 inh
Cc1ccc(C(=O)NCC(=O)OCC(=O)Nc2ccc(Cl)cn2)cc1	0	-3	0	-4	-4	-6	7	-2	1	2
O=[N+]([O-])c1ccc(Nc2cccc(F)c2)nc1	6	3	1	1	6	-3	3	0	-5	-16
[O-]/C(=C(\C(=S)NCc1ccco1)[n+]1ccccc1)c1ccccc1Br	-1	7	-1	1	20	12	0	2	4	8
CCC1=C2CC[C@H]3C(=O)N(CC(=O)OC)C(=O)[C@H]3[C@H]2[C@@]2(C)C(=NCC(=O)OC)OC(=O)N2C1=O	6	9	0	0	-5	2	-9	4	-1	3
CCOc1ccc(N2C(=O)CN=C2Nc2ccccc2F)cc1	2	1	7	-3	-1	-2	1	-9	-2	6
C#CCOC(=O)C(NC(=O)c1ccccc1)=C(C)C	0	1	0	6	-1	-2	6	5	1	-3
O=C1C(=O)N(Cc2ccccc2)C(c2cccc(O)c2)/C1=C(\O)c1ccc2c(c1)OCCO2 (stereo not given)	-7	15	3	4	5	3	-3	-4	4	7
COCCN=C1NN=C(c2ccc(NC(C)=O)cc2)CS1	-2	2	0	6	5	22*	1	0	-7	8
COc1ccc(CC(=O)NCCS(=O)(=O)N2CCN(c3ccccc3OC)CC2)cc1	1	-7	-2	-1	6	1	3	-3	-3	-3
CCCn1c(=O)[nH]c(=O)c2c1nc(-c1cc([N+](=O)[O-])ccc1Cl)n2CCOC	2	3	-10	0	-2	3	-5	-2	-3	-9
C=C1[C@H](C)CN(S(=O)C(C)(C)C)[C@H]1CCO (stereo not given in full)	0	1	0	3	3	4	-4	4	2	x
O=c1[nH]c2ccc(NC(=S)NCc3ccccc3)cc2[nH]1	3	0	-3	4	0	1	-6	2	-1	-1
COc1ccc(CCNC(=O)Cn2nc(C)n3nc(-c4ccccc4)cc3c2=O)cc1OC	1	-2	0	-2	-4	1	5	-2	-2	3
O=C(CCN1C(=O)[C@@H]2Cc3ccccc3CN2C1=O)NCc1ccc(Cl)cc1	4	-5	2	-1	-1	6	-2	-2	-1	3
Cc1cc(F)ccc1NS(=O)(=O)c1c(C(=O)N2CCOCC2)c(C)n(C)c1C	6	-1	4	-3	-3	9	-6	-1	0	5
OC(c1ccc(F)c(F)c1)c1nc(-c2ccc(F)c(Cl)c2)cs1 (stereo not given)	1	3	0	-4	-42	-1	0	2	-21	x
COC(=O)c1ccccc1NC(=O)COC(=O)c1ccc(C)c(NC(=O)c2ccco2)c1	-1	11	-2	3	-2	1	3	-7	3	-10
CCC(=O)NNc1ncnc2c1cnn2-c1cccc(C)c1	-2	0	-1	-1	4	7	-1	-2	-2	7
COc1ccc(CN2C(=O)CSCC2(C)C(=O)NCc2ccccc2)cc1OC (stereo not given)	-3	0	1	0	-5	-2	3	-5	11	x
CCn1cc(C(=O)NCc2ccccc2Cl)cn1	10	0	6	-1	2	2	0	0	-1	8
O=S(=O)(c1cccc2ccccc12)N1CCCCC1	0	-1	1	0	-4	-3	0	-2	8	-4
COc1ccccc1-c1cc2nc(-c3ccccc3)cc(N3CCN(C(=O)c4ccco4)CC3)n2n1	2	12	0	0	-21	-2	-10	-1	-18	-75
O=C(Nc1ccc2c(c1)OCO2)C1CCN(Cc2cc3c(cc2O)OCO3)CC1	0	5	-5	-4	10	0	6	6	3	2
O=C(NC(=S)Nc1ccccc1N1CCOCC1)c1ccc(-c2cc(Cl)ccc2Cl)o1	0	6	-1	2	4	-1	6	-2	2	-1
CCc1cccc(C)c1NC(=O)CN(C)Cc1ccc(Br)cc1	-2	-10	-13	-3	3	-4	-5	-2	5	-4
CCn1nc(CC(C)C)cc1C(=O)N1CCCC(Nc2ccc(OC)cc2)C1 (stereo not given)	6	-4	11	9	-1	7	-5	1	4	-2
NC(=S)Nc1ccc2cc[nH]c2c1	-2	-2	0	-1	0	-5	6	8	5	4
O=c1cc(CN2CCN(c3ccccc3F)CC2)c2cc(O)c(-c3ccccc3)cc2o1	1	5	4	-6	5	-2	2	0	9	-7
CS(=O)(=O)N(CC(=O)N1CCCC1)c1cc(Cl)ccc1Cl	6	-2	0	-6	-9	6	-3	0	-4	5
Cc1ccc(-n2c(=O)c3c(n4cnnc24)-c2ccccc2CC32CCCCC2)cc1	-4	-2	-3	-2	3	1	0	3	-3	0
CCOC(=O)c1ccc(CNC(=O)C2CCC(=O)N(Cc3cccc(OC)c3)C2)o1 (stereo not given)	2	-6	-1	1	5	0	-6	5	-7	0
COc1ccc(-c2cc3nc(C)c(CCC(=O)NC(C)CCc4ccco4)c(C)n3n2)c(OC)c1 (stereo not given)	2	-1	-4	-8	-6	-1	-3	-2	-13	-16
CCOC(=O)c1cc(NC(=O)Nc2ccc(Br)cc2)c(C)nc1C	0	9	-6	-10	-35	1	-7	3	-38	-42
CCC(C)c1ccc(NC(=O)COc2c(F)c(F)c(C(F)(F)F)c(F)c2F)cc1 (stereo not given)	-2	-6	5	6	-11	0	-1	-4	-2	-35
CC(C)NC(=O)CN1CCC(c2nc3ccccc3[nH]2)CC1	-3	-1	5	0	0	-1	6	-1	-2	3
COc1ccc(NCC(=O)N/N=C2\CCCC(C)C2)cc1 (stereo not given)	-3	0	-1	0	5	2	1	-6	7	14
Cc1c(C(=O)OC2CCC(C)CC2)[nH]c2c1C(=O)CCC2 (stereo not given)	6	4	7	-5	-2	0	-10	2	-6	-17
COc1ccc(N2CCN(C(c3ccccc3OC)c3nnnn3C3CCCC3)CC2)cc1 (stereo not given)	0	-10	0	-3	6	4	-3	0	10	2
C#CCn1c(=NC(=O)c2cc(Cl)sc2Cl)sc2cc(S(N)(=O)=O)ccc21	3	-16	6	-4	-44	1	-7	3	-47	-69
C/C(O)=C(\N=Nc1cc(C)ccc1O)C(N)=O	0	5	1	0	20	4	0	-5	0	x
COc1cccc(Cn2cc(/C=N/NC(=O)c3cc(O)cc(O)c3)c3ccccc32)c1	-4	29	2	-1	0	-3	3	-10	9	-16
O=C(O)c1ccccc1C(=O)NCCc1c(C(=O)O)[nH]c2ccc(Cl)cc12	-2	3	5	0	-5	-5	1	0	2	7
Cn1c(SCc2nc3ccccc3c(=O)[nH]2)nnc1-c1ccco1	-1	0	1	-6	-1	1	3	0	2	2
CCCC(=O)N1CCN(c2ccc(NC(=S)NC(=O)CC)cc2)CC1	1	-3	6	3	-9	-3	-3	-6	-2	-1
COc1ccccc1N(CC(=O)NC1CCCC1)S(=O)(=O)c1cccc(C(F)(F)F)c1	-2	-11	1	4	5	0	12	-4	9	-9
Cc1ccnc(SCc2cc(=O)c(OC(=O)c3ccccc3)co2)n1	4	-1	4	-3	-6	5	-6	6	-3	10
Cc1cc(=O)nc2c3ccccc3n(CC(=O)NC(C)c3ccc4c(c3)OCCO4)n12 (stereo not given)	0	7	-1	-1	-1	-1	-5	-2	-2	-3
CCCCn1c(N)c(N(CCC(C)C)C(=O)CN2C(=O)C3CCCCC3C2=O)c(=O)[nH]c1=O (stereo not given)	2	-7	1	-6	-1	0	-7	8	15	9

Sorted by the number under SIAE inh (low to high): 3 from the list above
| SMILES | NPR1 activator | GC-B act | PRMT1 FP inh | TCR-CD3 inh | MBD2 inh | SIAE inh | HTRA1 inh |
| --- | --- | --- | --- | --- | --- | --- | --- |
| Cc1cc(=O)nc2c3ccccc3n(CC(=O)NC(C)c3ccc4c(c3)OCCO4)n12 (stereo not given) | -1 | -1 | -1 | -5 | -2 | -2 | -3 |
| Cn1c(SCc2nc3ccccc3c(=O)[nH]2)nnc1-c1ccco1 | 1 | -6 | 1 | 3 | 0 | 2 | 2 |
| COc1cccc(Cn2cc(/C=N/NC(=O)c3cc(O)cc(O)c3)c3ccccc32)c1 | 2 | -1 | -3 | 3 | -10 | 9 | -16 |

Continuation.
Compound	UHRF1 binding	rCAG binder	NPR1 activator	GC-B act	ABHD4 inh	PRMT1 FP inh	TCR-CD3 inh	MBD2 inh	SIAE inh	HTRA1 inh
CCC(Cc1ccccc1)NCc1c(C(=O)O)c(C)n(Cc2ccccc2)c1C (stereo not given)	30*	0	-8	0	3	5	-1	-1	1	5
COC(=O)[C@]12C[C@H](CC(=O)N3CCN(C(=O)C4CC4)CC3)C(=O)N(Cc3ccco3)C1=C[C@H](COCc1ccccc1)O[C@@H]2C	1	4	1	-1	2	3	x	3	-3	x
O=C(Oc1ccccc1F)c1ccc2c(=O)n3c(nc2c1)CCC3	4	8	1	-3	-17	-1	6	-7	-8	-9
COc1ccc(C(CC(=O)N2CCCC2)c2c(OC)cc(OC)c3c(-c4ccccc4)cc(=O)oc23)cc1 (stereo not given)	13	2	-2	-1	-4	-4	10	4	-4	-44
O=S(=O)(Nc1ccncc1)c1cc(Cl)ccc1Cl	0	3	1	1	6	2	17	-2	-3	1
COc1cc(OC)c(OC)cc1CN1CCCC(C(=O)c2ccc3c(c2)OCO3)C1 (stereo not given)	-1	-7	-6	-3	-1	-1	2	0	0	1
O=C1CCCC2=C1C(c1cccc(O)c1)c1c(ccc3ncccc13)N2 (stereo not given)	3	1	-5	-8	-8	8	-3	2	-7	3
CCN(CC)S(=O)(=O)c1cccc(NC(=O)COc2ccc(Cl)cc2Br)c1	4	4	11	12	0	2	-2	-1	-35	-15
Cn1nc(-c2ccccc2)c(N2CCCCC2)cc1=O	-1	-8	1	-9	-6	-3	4	2	-1	2
O=C(COc1ccc2c(-c3ccccc3)cc(=O)oc2c1)NCCN1CCOCC1	-1	-5	0	-6	1	1	-9	3	-5	-1
CNc1ncc(-c2nnnn2-c2ccccc2)c(-c2ccccc2)n1	-1	0	1	7	6	-2	1	-5	2	-4
O=C(NCCCc1ccccc1)OC1CCC12CCC(c1ccccc1)CC2 (stereo not given)	3	6	7	3	-4	0	x	0	-5	x
CCCN(CCC)Cc1cc(=O)oc2cc(C)cc(C)c12	-1	2	1	3	-5	-4	3	-2	1	x
CC1CCC(NC(=O)C2CC(O)CN2S(=O)(=O)c2ccc([N+](=O)[O-])cc2)CC1 (stereo not given)	-2	1	2	5	-1	1	-4	-4	15	7
Clc1ccc(Cn2ccc3ccccc32)cn1	2	1	3	4	-5	-2	5	-5	3	-7
COC(=O)c1ccc(SC2CCCCC2)c([N+](=O)[O-])c1	0	2	-1	17	2	-6	5	2	-3	-11
CCN(CC)CCN(C(=O)c1ccc2c(c1)CCCC2)c1nc2ccc(C)cc2s1	2	-3	-2	-5	12	-3	0	1	1	-35
CCCCn1nnc(NC(=O)COc2cc(C)ccc2C(C)C)n1	1	-2	2	-5	-6	-3	7	-4	-5	-12

Screening results from PubChem BioAssay.

The list is partial. The share of hits here may be higher or lower than overall.
